# Assay outcomes (PubChem)
# Tat transport: E. coli Tat transport inhibition | inhibition, % at 10 µM | E. coli MC4100 TorA-mCherry Tat export, fluorescence | hit rate 0.036% among 340,000;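 active means mean replicate inhibition at least 50% and at least half of replicates individually reaching 50%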;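 further: exported cargo escapes ClpAP degradation while cytoplasmic cargo is degraded and loses fluorescence; 0% = median of neutral control wells and 100% = median of NaSCN control wells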
# MOR-DOR inv ag: mu-delta opioid heterodimer inverse agonism; P35372+P41143; cell-based MOR-DOR heterodimer luminescence; inhibition, % at 9.3 µM; hit rate 0.21% among 340,000; AID 504357; in the data active means inhibition above about 22%, passing the limit was not always enough;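 further: 0% = cells with DMSO and 100% = wells without cells with DMSO; values of inactives mirror those of a sister screen read the other way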
# Target sequence (P35372 whole entry, looked up): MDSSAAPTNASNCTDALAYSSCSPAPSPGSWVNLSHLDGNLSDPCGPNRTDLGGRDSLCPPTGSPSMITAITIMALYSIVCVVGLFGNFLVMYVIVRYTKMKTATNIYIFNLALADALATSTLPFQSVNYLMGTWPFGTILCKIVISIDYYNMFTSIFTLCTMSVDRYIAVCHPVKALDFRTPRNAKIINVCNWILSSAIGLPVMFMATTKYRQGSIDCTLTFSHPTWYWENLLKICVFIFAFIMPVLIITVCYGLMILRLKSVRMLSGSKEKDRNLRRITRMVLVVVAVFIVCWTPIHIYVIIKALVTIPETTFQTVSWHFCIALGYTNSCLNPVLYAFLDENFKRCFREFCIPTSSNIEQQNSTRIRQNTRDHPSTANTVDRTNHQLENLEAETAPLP
# Target sequence (P41143 whole entry, looked up): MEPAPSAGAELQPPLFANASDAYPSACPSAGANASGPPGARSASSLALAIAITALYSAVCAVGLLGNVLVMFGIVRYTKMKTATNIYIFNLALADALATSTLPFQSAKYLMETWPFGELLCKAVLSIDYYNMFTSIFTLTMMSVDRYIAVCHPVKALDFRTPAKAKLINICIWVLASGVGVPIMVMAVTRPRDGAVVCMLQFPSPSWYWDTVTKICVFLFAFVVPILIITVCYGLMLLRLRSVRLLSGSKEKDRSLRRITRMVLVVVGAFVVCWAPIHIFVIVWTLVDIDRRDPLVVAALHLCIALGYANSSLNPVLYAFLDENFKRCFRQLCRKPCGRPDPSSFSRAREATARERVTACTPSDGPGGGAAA
# E coli growth: counter-screen for AddAB inhibitors: E. coli growth inhibition; hit rate 0.27% among 330,000; AID 449728; inhibition, % at 11.9 µM; E. coli V3065 growth, OD600 absorbance, 18 h;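 active means inhibition above the campaign's mean inhibition across all tested compounds plus 3 SD, cut at about 9.9% in these data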;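 further: uninfected addAB+ strain grown without phage in ampicillin broth; 0% = DMSO wells and 100% = ciprofloxacin 0.95 µg/ml wells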
# AddAB inh: less growth of phage-infected E. coli with AddAB. AID 435030. hit rate 0.29% among 330,000. E. coli expressing H. pylori AddAB, absorbance growth. inhibition, % at 11.9 µM; in the data active means inhibition above about 12%;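 further: 0% = vehicle wells of infected cells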
# Mot1-301 SUMO: inhibitors of SUMOylation pathway: yeast Mot1-301 growth rescue | S. cerevisiae Mot1-301 growth rescue, ATP luminescence, 38.5C; percent above DMSO median, 100 means doubled | growth rescue, % at 18.8 µM | hit rate 1% among 320,000 | AID 2716;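 active means every valid replicate shows activation above 250% relative to neutral control wells; inactive means the rest, any valid replicate at or below 250%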;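 further: OY570 slx delta 5 strain wells were the positive control but not used for scaling; some compounds called inactive have numbers as strong as hits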
# Pemphigus Ab inh: inhibitors of pemphigus antibody binding to human desmoglein-3 | binding (percent of control), % at 10 µM | hit rate 0.48% among 310,000 | DSG3-coupled beads, scFv-anti-DSG3-GFP binding, flow cytometry; hits give low values;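 active means binding more than 3 SD below its plate's average and above zero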;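 further: hits lower antibody fragment binding to DSG3; some compounds called inactive have numbers as strong as hits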
# phage Ecoli inh: E. coli growth loss with phage present | growth absorbance | hit rate 0.26% among 360,000 | AID 651602 | inhibition, % at 11.9 µM; in the data active means inhibition above about 11%
# PfHsp90 set2: reduces growth (ATP signal) of yeast expressing P. falciparum Hsp90; S. cerevisiae expressing PfHsp90, BacTiter-Glo ATP, 48 h; yeast lacking PDR1 and PDR3 efflux regulators; hit rate 0.32% among 310,000; AID 504621; inhibition, % at 9.4 µM;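 active means every replicate shows inhibition above about 80%, whatever the replicate mean, limit read from the data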;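 further: 0% = DMSO neutral controls and 100% = 20 µM radicicol positive controls; yeast relying on Plasmodium falciparum Hsp90 in place of its own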
# PKA-R1A activ: activates the PKA-R1A holoenzyme complex. PKA-R1A dissociation, Cy5-IP20 fluorescence polarization; scaled: DMSO 0%, 113 µM cGMP 100%. activation, % at 11.4 µM. hit rate 0.083% among 340,000;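 active means percent activation above the mean of all tested compounds plus 3 SD, cut at about 19% in these data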;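 further: higher means more PKAc released from R1A so a rise in polarization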
# OPRM1-OPRD1 ag: OPRM1-OPRD1 heterodimerization agonism; P35372+P41143; cells, luminescence; activation, % at 9.3 µM; hit rate 0.3% among 340,000; AID 504326; in the data active means activation above about 18%;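 further: 0% = vehicle-treated cells and 100% = reference agonist; values of inactives mirror those of a sister screen read the other way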
# Arr AP2 block: inhibitors of human beta-arrestin and AP2 interaction; FITC-arrestin peptide / GST-AP2 beads, flow cytometry; AP2 beta2 appendage carries R879A mutation; inhibition, % at 10 µM; hit rate 0.31% among 340,000; AID 504490;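 active means inhibition above a set limit, near 3 SD of compounds lacking own fluorescence, cut at about 54% in these data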;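 further: plate controls were DMSO wells for no effect and 5 µM unlabelled arrestin peptide for full effect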
#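 Material – GST-tagged AP2 beta2-adaptin appendage (R879A) on 4 µm glutathione beads · Probe or stimulus – fluorescein-tagged arrestin peptide at 50 nM final · Timing – 12 min plus 1 h, RT · Detection – bead flow cytometry, FITC channel · Read-out basis – inhibition as reduced fluorescein signal on beads, percent · Medium – PBS plus Tween 20 (0.05%) and BSA (0.1%)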
# * = called active by the depositor; / = no result given.
SMILES,Tat transport,MOR-DOR inv ag,E coli growth,AddAB inh,Mot1-301 SUMO,Pemphigus Ab inh,phage Ecoli inh,PfHsp90 set2,PKA-R1A activ,OPRM1-OPRD1 ag,Arr AP2 block
Cn1ccc2cc(-c3ccc4ncnc(NCc5cccs5)c4c3)ccc21,3,-2,-1.0,2.8,80,100,3.7,4,-5,0.4,13
Cc1ccc(CN2CCCN(Cc3c(C)cc(C)cc3C)S2(=O)=O)cc1,16,-13,0.3,1.8,0,90,1.0,-31,3,2.8,-2
Cc1ccc(/C=N/N=C2/NC(=O)C(CC(=O)Nc3ccc(Cl)cc3)S2)o1 (stereo not drawn),-6,8,-3.3,-0.3,68,96,3.8,-2,-5,-1.6,4
CCC(C)(C)n1nnnc1C(c1cccs1)N1CCN(Cc2ccccc2)CC1 (stereo not drawn),4,-5,-0.9,1.4,7,108,0.0,0,-2,0.8,24
Cc1ccc(S(=O)(=O)NNC(=O)c2ccccc2O)cc1,0,-2,1.6,4.7,-20,/,1.9,-7,-18,0.3,16
Cc1ccc(-n2cc(C(C)(C)C)[nH]c2=S)cc1,17,13,-0.3,1.3,1,107,2.0,/,-2,-2.3,-21
O=C(N/N=C/c1ccc(-c2ccccc2[N+](=O)[O-])o1)c1cncc(Br)c1,-6,-52,-0.4,1.1,2,96,3.9,-1,-8,7.3,15
COC(=O)c1ccc(C(C(=O)NC2CCCCC2)N(Cc2ccc(F)cc2)C(=O)Cc2cccs2)cc1 (stereo not drawn),-1,13,-0.7,3.4,18,104,1.1,-1,-17,-2.8,14
CC(C)CNC(=O)c1cc([N+](=O)[O-])ccc1N1CCCCC1,-4,4,-4.6,0.6,5,85,2.1,-6,-3,-0.7,3
CCCOc1cccc(C2C(C(=O)c3cc4ccccc4o3)=C(O)C(=O)N2c2cc(C)on2)c1 (stereo not drawn),-1,18,-0.2,4.6,198,97,3.7,11,-10,-3.4,-12
CC(=O)c1cccc(CN2CCCC(CCC(=O)NCc3ccc(F)c(F)c3)C2)c1 (stereo not drawn),3,-1,0.4,0.0,-5,100,5.4,-5,-3,0.1,1
Cc1cc(S(=O)(=O)N2CCN(c3ccccc3C)CC2)ccc1F,8,5,2.9,2.0,-12,/,5.2,-12,-5,-1.2,2
O=C(O)c1cc(NS(=O)(=O)c2ccc(NC3CCCCC3)c([N+](=O)[O-])c2)cc(C(=O)O)c1,-4,21,1.2,3.4,83,102,0.8,-33,-7,-4.6,-7
COc1ccc(CNC(=O)C2CCC(CNC(=O)[C@@H]3Cc4ccccc4CN3)CC2)cc1 (stereo partly drawn),4,5,-2.8,2.4,-6,99,-0.5,13,3,-0.9,7
Cc1ccc(S(=O)(=O)N2CCOCC2)cc1C(=O)Nc1ccc(-c2cn3ccsc3n2)cc1,-1,-22,-2.8,1.1,3,100,0.9,10,-5,3.8,-10
O=C(Oc1ccc(F)cc1C(=O)/C=C/c1cccs1)c1cccc([N+](=O)[O-])c1,-2,11,-0.8,-0.5,-6,106,-0.2,-17,5,-1.9,8
CCNC(=S)/N=C(\N)Nc1nc(C)c2cc(C)ccc2n1,-5,2,0.8,5.4,-22,119,-0.1,-43,-11,-0.4,64*
CCCN(CCC)CC(O)Cn1c2ccccc2c2ccccc21 (stereo not drawn),-3,-14,0.8,-0.7,/,95,2.4,-6,-3,2.6,5
CN(CC(=O)Nc1ccc(F)cc1)C(=O)c1cc(-c2cccs2)nn1-c1ccccc1,4,-4,/,/,/,104,0.5,7,-12,0.6,3
CN(C1CCS(=O)(=O)C1)S(=O)(=O)c1cccs1 (stereo not drawn),4,17,-0.3,-1.9,12,110,0.8,21,6,-3.1,15
Cc1c(C(=O)O)nnn1-c1nonc1N,2,7,-1.0,-0.1,-16,106,2.1,-16,4,-1.5,7
Cc1cccc(NC(=O)c2nc[nH]c2C(=O)NCCN(CCNC(=O)c2[nH]cnc2C(=O)Nc2cccc(C)c2)CCNC(=O)c2[nH]cnc2C(=O)Nc2cccc(C)c2)c1,5,6,-2.7,-2.2,-5,93,-0.2,-17,4,-0.9,9
COc1ccc(NS(=O)(=O)c2ccc(C)c(C(=O)OC(C)C(=O)N3CCOCC3)c2)cc1 (stereo not drawn),-9,1,1.6,-0.2,-8,106,-1.6,/,-4,-0.1,-11
Cn1c2ccccc2c2cnn(CC(=O)Nc3ccc(Cl)cc3)c(=O)c21,0,2,-0.1,1.9,-5,95,-1.9,-25,5,-0.4,-7
COc1nn(C(C)C(=O)N2N=C(C(F)F)CC2(O)C(F)F)cc1[N+](=O)[O-] (stereo not drawn),-13,21,-1.3,-0.2,9,102,1.7,/,-9,-4.6,-4
# Later entries:
SMILES,Tat transport,MOR-DOR inv ag,E coli growth,AddAB inh,Mot1-301 SUMO,Pemphigus Ab inh,phage Ecoli inh,PfHsp90 set2,PKA-R1A activ,OPRM1-OPRD1 ag,Arr AP2 block
CCCCOC(=O)Nc1nnc(CCOCC)s1,-4,5,-2.6,1.1,-23,102,1.9,1,7,-0.9,-5
NS(=O)(=O)c1ccc(CCNC(=O)COC(=O)CN2C(=O)C3CCCCC3C2=O)cc1 (stereo not drawn),3,1,1.3,2.8,-17,106,2.0,16,-8,-0.1,-2
COc1ccc(-c2noc(CNC(=O)CCN3C(=O)[C@H]4CC=CC[C@H]4C3=O)n2)cc1,0,6,2.3,4.1,-3,102,0.9,-8,-3,-1.2,-9
O=C(c1cccnc1)N1CCN(Cc2cccc(Br)c2)CC1,-2,-10,-4.7,-2.5,-10,103,-2.7,4,6,1.8,0
Cc1ccccc1C(=O)N/N=C/c1ccsc1C,-11,3,-1.3,4.6,-12,106,1.3,-6,4,-0.5,-14
CCCCCCCCCc1nc2sc3c(c2c(=O)n1NC(=O)c1ccccc1[N+](=O)[O-])CC(C)(C)OC3,-1,11,-1.6,-1.0,-5,85,5.1,-14,-15,-1.7,-1
COCCNc1nc2ccccc2n2cnnc12,-7,8,3.3,1.1,11,99,0.6,-6,6,-1.9,33
O=[N+]([O-])c1cccc(-c2ccc(SCc3cccnc3)nn2)c1,2,-3,1.3,1.4,90,94,3.3,-15,7,0.7,23
Cc1c(C=O)c2ccccn2c1C(=O)c1ccccc1Cl,-4,6,1.4,1.0,12,102,1.0,7,6,-1.4,1
COc1ccc(-n2nc3c(c2NC(=O)c2c(-c4ccccc4Cl)noc2C)CS(=O)(=O)C3)cc1,-5,-3,-3.1,-0.9,-22,103,5.3,7,-1,0.6,2
CC1=C(C(N)=O)C(c2cccs2)NC(=O)N1 (stereo not drawn),-11,9,-0.7,0.1,12,99,0.9,-40,-4,-1.8,-15
Cc1nc(-c2ccc(-c3ccon3)s2)no1,-5,15,-0.2,1.8,0,113,3.5,1,-4,-2.8,0
O=C(C/C=N\OCc1ccc([N+](=O)[O-])cc1)Nc1ccc(Cl)cc1,-9,-2,-2.8,2.9,2,98,3.9,-12,3,0.4,20
Cc1cc(Br)ccc1NC(=O)CNC(=O)c1cnn(C)c1,-7,8,1.6,3.1,6,/,1.6,-31,-7,-1.9,-15
C=CCOC(=O)C1=C(C)NC(SCC(N)=O)=C(C#N)C1c1ccc(C)cc1 (stereo not drawn),5,9,-4.5,-1.1,270,112,1.1,-6,-8,-1.9,2
CCSc1nc(C)c(C(C)=O)cc1C#N,-4,-10,0.5,-1.6,15,101,1.7,-25,-3,1.9,0
CC(=O)N1CCN(C(=O)c2cc(S(=O)(=O)Nc3ccc(S(C)(=O)=O)cc3)ccc2Cl)CC1,0,6,-0.2,-1.7,/,99,2.0,17,-5,-1.1,-6
O=C(Oc1cccc(NC(=O)c2ccco2)c1)c1ccc(Br)c(S(=O)(=O)N2CCCCC2)c1,0,-9,-3.4,1.0,-2,/,1.6,/,-1,1.4,27
Cc1onc(-c2ccccc2Cl)c1C(=O)N1CCN(c2ncccn2)CC1,1,17,2.4,-1.2,-10,94,2.4,-10,4,-3.5,17
COc1ccc(/C(N)=N/OC(=O)c2ccc(C)c([N+](=O)[O-])c2)cc1OC,-9,-4,0.6,0.3,152,97,2.0,-10,5,0.7,1
Cc1ccc(-c2csc(C3C(N)=NC(S)=C(C#N)C34CCCCC4)n2)cc1 (stereo not drawn),4,-12,-1.6,-0.1,-14,88,1.4,/,1,2.2,5
COC(=O)c1ccc(NCc2c(O)ccc(O)c2Br)cc1Cl,8,-33,/,/,/,94,2.0,15,-14,6.4,7
COc1cccc(NC(=S)N2CCc3cc(OC)c(OC)cc3C2COc2ccc3c(C)cc(=O)oc3c2)c1 (stereo not drawn),-4,5,-1.7,1.2,9,99,2.3,0,-13,-1.1,20
CCOC(=O)c1ccc(NC(=O)Nc2ccc(S(N)(=O)=O)cc2)cc1,16,-6,-1.3,2.8,17,108,4.6,2,-9,1.1,-12
O=S(=O)(Cc1cccc(F)c1)c1c[nH]c2ccccc12,0,-8,3.1,1.6,-19,104,1.8,-14,6,1.4,-2
# The list continues:
SMILES,Tat transport,MOR-DOR inv ag,E coli growth,AddAB inh,Mot1-301 SUMO,Pemphigus Ab inh,phage Ecoli inh,PfHsp90 set2,PKA-R1A activ,OPRM1-OPRD1 ag,Arr AP2 block
CCOc1ccc(C2CC(=O)NC(SC)=C2C#N)cc1 (stereo not drawn),12,8,-1.6,3.2,10,100,2.4,25,-10,-1.5,-3
CC(CC(=O)c1ccc(F)cc1)N1CCN(c2ccccc2)CC1 (stereo not drawn),-18,1,/,/,/,103,1.6,-28,12,-0.3,3
O=S(=O)(c1ccc(-c2csc(-c3cccnc3)n2)cc1)N1CCCCC1,9,-2,-1.2,-2.9,-31,99,2.8,/,11,0.4,3
COc1ccc(-c2c(=O)n(OCc3ccccn3)c3ccccc3[n+]2[O-])cc1OC,-1,7,-0.4,0.9,-7,100,1.3,26,-5,-1.4,6
CCOC(=O)c1c(C)c(C(=O)NC(C)COC)c(C)n1C (stereo not drawn),9,11,-2.3,-0.3,-6,101,1.7,/,8,-2.1,22
Cc1nc2ncnn2c(C)c1CCC(=O)Nc1csc(N)n1,0,8,0.2,1.3,-9,105,2.0,/,8,-1.6,-9
CN(C)c1cc(-c2ccc(Cl)cc2Cl)oc(=O)c1Cl,-7,10,-1.4,0.0,18,98,2.9,-7,-11,-2.0,14
CN1c2ccccc2C2(C)CCCC3=Cc4cc([N+](=O)[O-])cc([N+](=O)[O-])c4OC312 (stereo not drawn),2,-2,0.5,3.0,-24,102,-0.1,11,2,0.4,6

# Record cards, as listed above. Values in the order: Tat transport	MOR-DOR inv ag	E coli growth	AddAB inh	Mot1-301 SUMO	Pemphigus Ab inh	phage Ecoli inh	PfHsp90 set2	PKA-R1A activ	OPRM1-OPRD1 ag	Arr AP2 block
# CC(CC(=O)c1ccc(F)cc1)N1CCN(c2ccccc2)CC1 (stereo not drawn) is entered as -18	1	/	/	/	103	1.6	-28	12	-0.3	3
# CN1c2ccccc2C2(C)CCCC3=Cc4cc([N+](=O)[O-])cc([N+](=O)[O-])c4OC312 (stereo not drawn) is entered as 2	-2	0.5	3.0	-24	102	-0.1	11	2	0.4	6
